SMN2 splice up = enhancers of SMN2 splice variant expression; HEK293 SMN2-luciferase splicing reporter, luminescence, 30-36 h; Potency, µM (doses to about 46.1 µM), for the others: at the top dose activity change, positive = activation, usual class: activators; 2.8% of 210,000 active; note: % of control where 0% means no effect; nearly all actives have a fitted effect of over 55% in size
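HEK293 cells carry an SMN2 […]–luciferase reporter in which exon 7 inclusion puts luciferase in frame. Cells were plated 10-12 h before compound addition, then incubated 30-36 h at 37C. ONE-Glo luminescence was read; sodium butyrate at 4.5 mM final served as control.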
GAA glycogen mod = alters human alpha-glucosidase cleavage of glycogen | P10253 | recombinant GAA, glycogen substrate, Amplex Red glucose oxidase fluorescence | Potency, µM (highest dose often 76.4 µM), for the others: at the top dose activity change, negative = inhibition, most hits filed as inhibitors | 0.38% of 300,000 active | AID 2100;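 note: 0% = full enzyme reaction and -100% = no-enzyme basal signal; the screen sought inhibitors and activators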
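Recombinant human enzyme (4 nM); glycogen substrate; 37 C, 40 min, pH 5.0. Readout: coupled glucose oxidase/Amplex Red fluorescence.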
Active calls of the source: *; u = inconclusive; & = joins results of further samples; [ ] = dose if it differs, or a comment. Calls come from the whole dose curve; as a rule, active = well fitted curve in the direction sought with a large enough effect; inconclusive = small, poorly fitted or top-dose-only effect, or another doubt; inactive = no such curve, though single readings can be large; an effect the other way counts as inactive or inconclusive. Potency is the fitted concentration of half-maximal effect. Some of the compounds tested, so the mix of outcomes need not match the whole.

SMILES	SMN2 splice up	GAA glycogen mod
O=S(=O)(c1ccc(Cl)cc1)c1nc(-c2cccs2)oc1SCc1ccccc1F	-6.7%	-9.9%[76.3 µM]
CCOC(=O)c1ccc(N2C(=O)c3[nH]nc(-c4ccc(C)cc4)c3C2c2cccc(F)c2)cc1 (configuration not stated)	-52.3%[inhibitor]	9.2%[76.3 µM]
CCOc1ccc(-c2oc3cc(Cl)ccc3c(=O)c2O)cc1OC	-2.9%	-0.8%[76.3 µM]
Cc1cc(C)cc(OCCCn2c(CCNC(=O)C3CCCCC3)nc3ccccc32)c1	-7.9%	-0.2%[76.3 µM]
COc1ccc(N(Cc2cc3cccc(C)c3[nH]c2=O)C(=O)c2cccc(Cl)c2)cc1	-2.3%	3.7%[76.3 µM]
CCOC(=O)C1CCCN(C(=O)c2nn(-c3ccc(C)cc3)c(=O)c3c2c2ccccc2n3C)C1 (configuration not stated)	3.8%	-7.9%[76.3 µM]
CCc1ccc(NC(=O)CN2C(=O)CCSc3ccccc32)cc1	27.8%	15.8%[76.3 µM]
Cn1c(=O)c(=O)n(C)c2cc(N3CCCC3)c(NC(=O)c3ccc(C(C)(C)C)cc3)cc21	-4.9%	-0.7%[76.3 µM]
Cc1ccc(CSc2ncc(Cl)c(C(=O)Nc3nc4ccc(C)cc4s3)n2)cc1	2.0%	-0.7%[76.3 µM]
Cc1nc2nc(NC(=O)c3ccc(C(C)(C)C)cc3)[nH]n2c(=O)c1Cl	0.9%	-4.8%[76.3 µM]
CCOc1ccc(NC(=O)CCc2c(C)nc3c(c(C)nn3-c3ccccc3)c2C)cc1	1.3%	9.9%[76.3 µM]
Cc1cc(C)c(Cn2c(=O)n(CCCCCC(=O)NCc3ccc4c(c3)OCO4)c(=O)c3sccc32)c(C)c1	-4.6%	-6.4%[76.3 µM]
Cc1[nH]c(=O)[nH]c(=O)c1C1N2CC3(C(C)C)CN1CC(C(C)C)(C2)C3=O (configuration not stated)	-5.6%	-8.9%[76.3 µM]
COc1ccc(NC(=O)c2cc3c(=O)[nH]c4ccccc4c3n2C)cc1Cl	-2.2%	5.5%[76.3 µM]
CCN(CC)c1ccc(NC(=O)C2CCN(S(=O)(=O)c3ccc4c(c3)oc(=O)n4C)CC2)c(C)c1	-11.7%	4.0%[76.3 µM]
COc1ccc(-c2nc(SCC(=O)c3ccc(Br)cc3)n[nH]2)cc1	-12.9%	16.9%[76.3 µM]
O=S(=O)(c1ccc(Br)cc1)c1nc(-c2cccs2)oc1SCc1ccc(F)cc1	-2.9%	-2.7%[76.3 µM]
Cc1ccc(NC(=O)C2CCCN2S(=O)(=O)c2cccc3nsnc23)c(Br)c1 (configuration not stated)	-27.6%	-0.7%[76.3 µM]
CCc1nn(CCCC(=O)NCc2ccccc2OC)c(=O)c2cc3occc3n12	1.1%	15.1%[76.3 µM]
Cc1ccc(NC(=O)C(Cc2ccccc2)NS(=O)(=O)c2cccc3nsnc23)c(C)c1 (configuration not stated)	-35.4%[inhibitor]	u
Cc1ccccc1Cn1c(=O)n(CCCCC(=O)NCc2ccc3c(c2)OCO3)c(=O)c2ccccc21	1.1%	5.3%[76.3 µM]
COc1ccc(OCc2nc3ccccc3n2Cc2ccccc2Cl)cc1	-11.5%	-4.4%[76.3 µM]
CCCOc1ccc(C(=O)Nc2cc3c(cc2N2CCOCC2)n(C)c(=O)n3C)cc1	21.8%	0.2%[76.3 µM]
Cc1ccc(-c2ccc(CCC(=O)O)n2-c2ccc(C)c(Cl)c2)cc1	1.3%	-0.4%[76.3 µM]
COc1ccc(OC)c(NC(=O)CCn2cnnn2)c1	-5.8%	-13.8%[76.3 µM]
CCc1ccc(OCc2cc(=O)n3cc(C)sc3n2)cc1	-17.8%	11.3%[76.3 µM]
Cc1ccccc1OCCn1c(CCNC(=O)C2CCCCC2)nc2ccccc21	4.5%	-1.4%[76.3 µM]
Cc1ccc(C)c(Cn2c3ccccc3c3cnn(CC(=O)NC4CCC(C)CC4)c(=O)c32)c1 (configuration not stated)	-9.5%	-16.9%[76.3 µM]
CCC(=O)N1CCc2cc(Br)cc(S(=O)(=O)NCc3ccccc3)c21	-2.5%	-18.0%[76.3 µM]
Cc1coc2cc3oc(=O)c(CC(=O)NCc4ccc(F)cc4)c(C)c3cc12	1.3%	1.2%[76.3 µM]
Cc1cc(C)n(-c2nc3ccccc3nc2Nc2ccc(Cl)cc2Cl)n1	0.5%	-8.5%[76.3 µM]
COc1cccc(Cn2nnc(C(=O)Nc3cc(C)ccc3C)c2N)c1	-27.5%	-13.5%[76.3 µM]
CCOC(=O)c1cnc2c(ccc3ccccc32)c1Nc1cccc(C(F)(F)F)c1	0.2%	8.0%[76.3 µM]
CC(C)OCc1cc(CN2CCN(c3cccc(C(F)(F)F)c3)CC2)c(O)c2ncccc12	16.6%	13.5%[76.3 µM]
COc1ccc(Nc2nc3ccccc3c3nnc(C)n23)cc1Cl	-0.5%	10.7%[76.3 µM]
CCCCN(CCCNC(=O)c1cc(Nc2ccccc2OC)nc2ccccc12)c1ccccc1	1.7%	6.2%[76.3 µM]

Random excerpt: five entries already listed.
SMILES	SMN2 splice up	GAA glycogen mod
Cc1[nH]c(=O)[nH]c(=O)c1C1N2CC3(C(C)C)CN1CC(C(C)C)(C2)C3=O (configuration not stated)	-5.6%	-8.9%[76.3 µM]
CCCOc1ccc(C(=O)Nc2cc3c(cc2N2CCOCC2)n(C)c(=O)n3C)cc1	21.8%	0.2%[76.3 µM]
Cc1ccc(CSc2ncc(Cl)c(C(=O)Nc3nc4ccc(C)cc4s3)n2)cc1	2.0%	-0.7%[76.3 µM]
Cc1ccc(-c2ccc(CCC(=O)O)n2-c2ccc(C)c(Cl)c2)cc1	1.3%	-0.4%[76.3 µM]
CCc1nn(CCCC(=O)NCc2ccccc2OC)c(=O)c2cc3occc3n12	1.1%	15.1%[76.3 µM]

Other results.
SMILES	SMN2 splice up	GAA glycogen mod
COC(=O)c1ccccc1NC(=O)c1nc(S(=O)(=O)Cc2ccccc2F)ncc1Cl	-29.5%	-5.2%[76.3 µM]
CCOC(=O)c1c(NC(=O)COc2ccccc2F)sc2c1CCCC2	-4.0%	5.7%[76.3 µM]
N#Cc1ccc(NC(=O)COCc2cc(-c3ccc(F)cc3)on2)cc1	-22.3%	-11.5%[76.3 µM]
O=C(Cn1ncc2c3ccccc3n(Cc3ccc(Cl)cc3)c2c1=O)NCc1cccs1	6.6%	14.9%[76.3 µM]
COc1ccc(NC(=O)Cn2c(=O)n(-c3ccc(C)cc3)c(=O)c3c2cnn3C)cc1	25.3%	1.7%[76.3 µM]
CCOC(=O)c1cc(-c2ccc(C)cc2)n(CCC(=O)Nc2ccc(C(C)C)cc2)c1C	-25.0%	-3.6%[76.3 µM]
Cc1cccc(N(CC(=O)Nc2cccc(Cl)c2C)S(C)(=O)=O)c1C	-12.7%	4.9%[76.3 µM]
O=C(CSc1c2c(nc3ccc(Cl)cc13)CCCC2)N1CCN(c2ccc(Cl)cc2)CC1	-1.6%	-9.5%[76.3 µM]
CCCCCCC(=O)Nc1ccc2nc3c(=O)n(C)c(=O)n(C)c3nc2c1C	-2.1%	9.6%[76.3 µM]
COc1cc(C(=O)Nc2ccc(-c3nc4cc(C)c(C)cc4o3)cc2)cc(OC)c1OC	5.6%	-0.8%[76.3 µM]
Cc1ccc(-n2nnnc2SCC(=O)NCCc2ccccc2)cc1C	3.8%	-4.9%[76.3 µM]
CCOC(=O)c1c(NC(=O)CSc2nc(-c3ccc(OC)cc3)cc(C(F)(F)F)n2)sc(C)c1C	-3.2%	-9.9%[76.3 µM]
Cc1cc(C)c(Cn2c3ccccc3c3cnn(CC(=O)NC4CCC(C)CC4)c(=O)c32)c(C)c1 (configuration not stated)	2.4%	-9.8%[76.3 µM]
CCN(CC)c1ccc(NC(=O)Cn2cc3c(n2)CCCC3)c(C)c1	-0.8%	-6.3%[76.3 µM]
Cc1ccc(Nc2nnc(-c3ccc(C)c(S(=O)(=O)N4CCCCC4)c3)c3ccccc23)cc1	4.0%	15.6%[76.3 µM]
O=C(Nc1ccc2oc(-c3cccc4c(Br)cccc34)nc2c1)c1ccc(Br)cc1	3.8%	-4.3%[76.3 µM]
CCC(C(=O)NCc1ccccc1OC)n1nc(C)n2c(cc3sccc32)c1=O (configuration not stated)	-5.8%	-10.8%[76.3 µM]
CCOC(=O)C1CCN(C(=O)c2nn(-c3ccc(OC)cc3)c(=O)c3c2c2ccccc2n3C)CC1	-3.1%	12.3%[76.3 µM]
CCC(=O)N1CCc2cc(S(=O)(=O)NC(Cc3ccccc3)C(=O)NCc3ccc(C)cc3)ccc21 (configuration not stated)	2.3%	-4.7%[76.3 µM]
Cc1cc(Nc2cccc(Br)c2)n2c(nc3ccccc32)c1C#N	-10.8%	-4.1%[76.3 µM]
COC(=O)c1cc(-c2ccc(OC)c(OC)c2)c2c(=O)[nH]c(=O)n(C)c2n1	16.4%	7.0%
COc1ccc(NC(=O)C2CCCN2S(=O)(=O)c2cccc3cccnc23)cc1OC (configuration not stated)	5.1%	-5.9%&-7.2%[76.3 µM]
COc1cc(OC)cc(C(=O)Nc2cc3c(cc2N2CCOCC2)n(C)c(=O)n3C)c1	22.3%	11.5%[76.3 µM]
CCC(C)(C)C1CCc2c(sc(NC(=O)C3c4ccccc4Oc4ccccc43)c2C(N)=O)C1 (configuration not stated)	-8.2%	-3.3%[76.3 µM]
CCN(c1cccc(C)c1)S(=O)(=O)c1cc(Br)cc2c1N(C(C)=O)C(C)C2 (configuration not stated)	-62.7%[inhibitor]	-13.7%[76.3 µM]
CCOc1ccc(-n2c(CC)nc3c(cnn3-c3ccc(Cl)cc3)c2=O)cc1	-8.6%	7.6%[76.3 µM]
CCOC(=O)c1ccc(NS(=O)(=O)c2cc(Br)cc3c2N(C(C)=O)C(C)C3)cc1 (configuration not stated)	-68.7%[inhibitor]	14.0%[76.3 µM]
COc1cc(Cl)c(C)cc1NC(=O)c1cn(CC(C)C)c(=O)c2cc(OC)c(OC)cc12	11.1%	10.4%[76.3 µM]
Cc1cccc(NS(=O)(=O)c2ccc3c(c2)[C@H]2C=CC[C@H]2[C@@H](c2ccc(F)cc2)N3)c1	-20.7%	u
Cc1ccc2oc(-c3ccc(C)c(NC(=O)c4ccc5c(c4)OCCO5)c3)nc2c1	1.7%	11.6%[76.3 µM]
CCc1ccc(S(=O)(=O)c2cnc(SCC(=O)Nc3ccc(OC)cc3OC)[nH]c2=O)cc1	-26.9%	-23.8%[76.3 µM]
COc1ccc(Nc2nnc(-c3ccc(C)c(S(N)(=O)=O)c3)c3ccccc23)cc1	-23.0%	-1.3%[76.3 µM]
Cc1cccc(N2CCN(C(=O)c3oc(=O)c4ccccc4c3-c3ccccc3)CC2C)c1 (configuration not stated)	-13.9%	8.8%[76.3 µM]
CCOc1ccccc1NC(=O)C(CC(C)C)NS(=O)(=O)c1ccc2c(c1)oc(=O)n2C (configuration not stated)	3.5%	-1.2%[76.3 µM]
COc1ccc(-c2oc3ncn4nc(-c5ccccc5Cl)nc4c3c2-c2ccc(OC)cc2)cc1	5.0%	12.1%[76.3 µM]
CC1=C(C(=O)OC2CCCC2)C(c2ccc(F)cc2F)CC(=O)N1 (configuration not stated)	-14.8%	-3.9%[76.3 µM]
COc1cccc2c1Oc1nc(-c3ccccc3)nc(SCC(=O)N3CCCCC3)c1C2	1.7%	-7.6%[76.3 µM]
Cc1cccc(C(=O)N(Cc2ccco2)Cc2ccccc2F)c1	-25.1%	5.2%[76.3 µM]
Cc1ccc(N2CC(c3nnc(Cc4ccc(F)cc4Cl)o3)CC2=O)cc1 (configuration not stated)	19.7%	14.8%[76.3 µM]
COc1ccccc1N1CCN(S(=O)(=O)c2c(C)sc3ncn(CC(=O)Nc4ccc(C(F)(F)F)cc4)c(=O)c23)CC1	3.5%	13.4%[76.3 µM]
Cc1cccc(-c2nc3c4ccccc4nc(N4CCN(c5ccc(F)cc5)CC4)n3n2)c1	-2.6%	-2.4%[76.3 µM]
O=C(CCc1nc2cccnc2n1-c1ccccc1)Nc1ccc(Cl)c(Cl)c1	-5.2%	6.8%[76.3 µM]
CCn1cc(C(=O)N2CCN(c3cc(Cl)ccc3C)CC2)c(=O)c2cc(S(=O)(=O)N3CCCC3)ccc21	-5.7%	-4.5%[76.3 µM]
Cc1cccc(N2CCN(C(=O)CN3C(=O)COc4ccc(S(=O)(=O)N5CCCC5)cc43)CC2)c1C	-1.8%	9.5%[76.3 µM]
CCOc1ccc(OCC)c(Nc2nc3ccc(Cl)cc3n3cnnc23)c1	5.1%	-6.8%[76.3 µM]
Cc1ccc(NC(=O)Cn2c(=O)n(CC3CCCO3)c(=O)c3ccccc32)cc1 (configuration not stated)	5.7%	-6.8%[76.3 µM]
Cc1cc(C)c2c(n1)nn1c(C)c(CCC(=O)Nc3cccc(C)c3C)c(C)nc21	15.0%	18.2%[76.3 µM]
COc1cccc(OCc2nc3ccccc3n2CCOc2ccccc2C)c1	-14.9%	6.5%[76.3 µM]
CCOC(=O)c1cnc2c(ccc3ccccc32)c1Nc1ccccc1O	3.0%	-29.9%[76.3 µM]
O=C(CSc1nnc(-c2ccccc2)o1)N1CCCc2ccccc21	3.3%	-14.9%[76.3 µM]
Cc1cccc(N2CCN(C(=O)c3cn(CC(C)C)c(=O)c4c3c3ccccc3n4C)CC2)c1C	5.8%	-19.2%[76.3 µM]

Compound activity as filed in PubChem.
